Screens (PubChem)
MC4R barr agon – activates human MC4R beta-arrestin recruitment. P32245. U2OS MC4R beta-arrestin complementation, luminescence; percent of melanotan II response, DMSO zero. activation, % at 8.9 µM. 360,000 compounds, 0.98% hits. AID 540308;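 active means activation above a per-plate cutoff, the mean activation of sample wells on that plate plus 3 SD, cut at about 8% in these data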
TLR9-MyD88 inh – TLR9-MyD88 interaction inhibition; Q9NR96+Q99836; CHO BLA complementation TLR9-MyD88, CCF4 FRET ratio; inhibition, % at 4.98 µM; 340,000 compounds, 0.21% hits; AID 504734;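 active means inhibition above the mean over all tested compounds plus 3 SD, cut at about 21% in these data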;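 further: 0% = DMSO only wells and 100% = clavulanate BLA inhibitor control wells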
NOD2-RIPK2 inh – blocks binding of human NOD2 to RIPK2 | O43353 | CHO BLA complementation NOD2-RIPK2, CCF4 ratio | inhibition, % at 4.98 µM | 360,000 compounds, 0.38% hits; in the data active means inhibition above about 21%;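 further: 0% = vehicle only and 100% = reference blocker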
ABHD5-PLIN5 inh – inhibitors of human ABHD5-perilipin-5 interaction; AID 602281; Q00G26+Q8WTS1; 360,000 compounds, 0.78% hits; Split G. princeps luciferase complementation, luminescence, 4 h; inhibition, % at 4 µM;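 active means inhibition above the mean inhibition across every tested compound plus 3 SD, cut at about 22% in these data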;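 further: 0% = DMSO only wells and the 100% control is not disclosed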
HTR2A ag – mouse HTR2A agonism via beta-arrestin recruitment. P35363. activation, % at 7.6 µM. CHO-K1 mHTR2A beta-arrestin complementation, luminescence; percent of 30 µM serotonin response. AID 624169. 360,000 compounds, 0.66% hits;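 active means activation above a run cutoff, the mean activation of all tested compounds plus 3 SD, cut at about 14% in these data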;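 further: 0% = plate median of compound wells and 100% = 30 µM serotonin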
MC4R antag cAMP – blocks human MC4R cAMP signaling; P32245; MC4R-expressing cells, MTII-stimulated cAMP, LANCE TR-FRET; inhibition, % at 6.5 µM; 360,000 compounds, 0.48% hits;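 active means inhibition above its plate's cutoff, the mean of tested wells on that plate plus 3 SD, cut at about 29% in these data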;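 further: 0% = Melanotan II alone and 100% = Melanotan II plus saturating MCL0020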
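Assay system: U2OS cells stably expressing human melanocortin 4 receptor (MC4R) / Dosing: 6.5 µM / Timing: compound 30 min, challenge 1 h, detection 1 h / Measured by: Eu-cAMP/anti-cAMP TR-FRET, emission 671 nm / Replicates: singlicate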
ABCB6 inh MLPCN – blocks the human ABCB6 transporter | fluorescence ratio to DMSO, % at 10 µM | Q9NP58 | K562-ABCB6 porphyrin accumulation, flow cytometry, 1 h; active compounds read low | 360,000 compounds, 0.19% hits | AID 602162;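 active means fluorescence ratio to DMSO below 75%, the collection mean minus 3 SD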;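 further: signal is porphyrin accumulated inside mitochondria; 100% equals median channel fluorescence of DMSO control wells; lower ratio means ABCB6 inhibition with less porphyrin fluorescence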
NCOA2 inhibitor – human SRC2 (NCOA2) inhibition. Q15596. HEK293 GAL4-SRC2 luciferase reporter, luminescence. inhibition, % at 9 µM. 370,000 compounds, 0.17% hits. AID 651957;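 active means inhibition above the mean inhibition of all tested compounds plus 3 SD, set per campaign, cut at about 52% in these data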;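 further: 0% = DMSO treated cells and 100% = cells given Gossypol at 36 µM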
Target sequence (Q15596 whole entry, looked up, the tested form may be a part): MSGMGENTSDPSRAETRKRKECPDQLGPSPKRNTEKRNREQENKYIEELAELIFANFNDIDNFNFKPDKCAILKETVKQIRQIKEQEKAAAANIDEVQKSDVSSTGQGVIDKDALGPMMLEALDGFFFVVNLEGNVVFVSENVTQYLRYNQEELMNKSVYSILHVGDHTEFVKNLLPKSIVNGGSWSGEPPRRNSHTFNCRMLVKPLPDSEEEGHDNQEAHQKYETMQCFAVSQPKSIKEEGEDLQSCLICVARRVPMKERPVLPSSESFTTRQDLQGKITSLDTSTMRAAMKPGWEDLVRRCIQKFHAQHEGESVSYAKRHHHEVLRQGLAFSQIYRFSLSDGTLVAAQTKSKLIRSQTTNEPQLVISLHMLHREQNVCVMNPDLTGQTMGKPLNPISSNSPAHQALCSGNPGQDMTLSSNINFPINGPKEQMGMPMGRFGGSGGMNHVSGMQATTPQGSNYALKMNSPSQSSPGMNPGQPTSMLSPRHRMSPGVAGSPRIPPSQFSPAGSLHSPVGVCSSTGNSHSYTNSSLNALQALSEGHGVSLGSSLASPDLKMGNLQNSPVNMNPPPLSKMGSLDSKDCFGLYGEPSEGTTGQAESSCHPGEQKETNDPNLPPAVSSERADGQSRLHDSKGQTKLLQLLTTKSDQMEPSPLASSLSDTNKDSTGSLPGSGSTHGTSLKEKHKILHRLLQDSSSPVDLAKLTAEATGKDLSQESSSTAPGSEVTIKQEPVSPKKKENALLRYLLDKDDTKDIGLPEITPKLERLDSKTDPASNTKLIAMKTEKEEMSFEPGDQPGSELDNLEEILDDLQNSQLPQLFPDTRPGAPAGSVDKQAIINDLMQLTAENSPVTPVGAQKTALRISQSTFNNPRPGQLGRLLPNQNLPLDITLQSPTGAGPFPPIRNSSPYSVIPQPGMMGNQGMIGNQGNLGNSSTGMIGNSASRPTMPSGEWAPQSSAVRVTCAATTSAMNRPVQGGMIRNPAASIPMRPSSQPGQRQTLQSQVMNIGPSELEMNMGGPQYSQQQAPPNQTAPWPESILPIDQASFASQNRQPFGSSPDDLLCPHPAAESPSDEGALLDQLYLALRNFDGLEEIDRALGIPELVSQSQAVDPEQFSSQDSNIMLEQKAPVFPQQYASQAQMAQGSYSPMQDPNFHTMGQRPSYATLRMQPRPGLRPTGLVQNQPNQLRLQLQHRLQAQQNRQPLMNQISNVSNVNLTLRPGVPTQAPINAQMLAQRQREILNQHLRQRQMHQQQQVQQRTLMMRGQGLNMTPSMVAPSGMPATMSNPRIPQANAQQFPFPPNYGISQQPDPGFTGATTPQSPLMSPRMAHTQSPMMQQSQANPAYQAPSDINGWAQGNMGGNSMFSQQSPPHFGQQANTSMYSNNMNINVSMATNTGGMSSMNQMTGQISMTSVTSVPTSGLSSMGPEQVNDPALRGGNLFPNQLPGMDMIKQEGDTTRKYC
Glyco luc inh – N-linked glycosylation inhibition; D54 ERlucT glycosylation luciferase reporter, 24 h; percent of 100 nM tunicamycin response; reporter increase, % at 12.5 µM; 360,000 compounds, 0.23% hits; AID 588692;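 active means mean luciferase reporter signal, scaled so untreated is 0 and the glycosylation-blocking control 100, at or above a set limit in every replicate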;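 further: luciferase carries N-glycosylation sites so blocking glycosylation raises the light; 0% = median of neutral control wells and 100% = median of 100 nM tunicamycin wells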
H9c2 protect – myocardial damage modulation in H9c2 cells. 360,000 compounds, 0.63% hits. H9c2 cardiomyocytes, H2O2 injury protection, ATPLite, 2 h. protection from H2O2 cell death, % at 20 µM;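 active means compounds giving at least 50% protection of heart cells from peroxide-induced death in the single-dose screen, raw or plate-pattern-corrected value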;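 further: 0% = DMSO wells with peroxide and 100% = DMSO wells without peroxide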
* = called active by the depositor; . = no result given.

Each structure is followed by: MC4R barr agon, TLR9-MyD88 inh, NOD2-RIPK2 inh, ABHD5-PLIN5 inh, HTR2A ag, MC4R antag cAMP, ABCB6 inh MLPCN, NCOA2 inhibitor, Glyco luc inh, H9c2 protect
CCOC(=O)CCCNC(=O)COC(=O)/C=C/c1ccc2c(c1)OCO2
→ -5.7, -2.7, -11.1, -0.6, -4.5, 6.8, 100.0, -2.0, -2.1, -0.7
O=C1NCCCC1C(=O)NCCNC(=O)C(F)(F)F (configuration not stated)
→ 1.0, 3.9, -8.7, -0.8, -0.4, -1.2, 99.0, -1.8, 1.7, 2.6
COC(=O)c1cc(NC(=O)CN(C)Cc2ccccc2)cc(C(=O)OC)c1
→ -0.8, -5.5, -11.0, -1.1, -0.2, 13.4, 95.0, -39.2, 1.1, 10.9
CCOC(=O)c1sc2ncn(/N=C/c3ccc(O)c(OC)c3)c(=O)c2c1C
→ 1.9, -11.4, 0.1, -8.4, 2.5, 18.3, 96.0, -16.4, 2.0, 6.3
CCOc1ccc(Nc2c3c(nc4ncnn24)CC(C)CC3)cc1 (configuration not stated)
→ -1.0, 6.1, 11.6, 5.3, -2.1, 1.0, 99.0, 20.7, 0.8, -3.6
COc1ccc(-c2nc(-c3ccccc3)c(-c3cccs3)[nH]2)cc1OC
→ 1.8, -4.5, -8.8, -5.5, 8.4, 17.0, 111.0, 17.3, 1.7, 26.4
CCOC(=O)CCNC(=O)c1ccccc1Br
→ -0.8, 2.4, -0.9, -1.8, 3.7, 6.7, 95.0, -21.7, 3.7, -3.0
COc1ccc(Oc2ccccc2C#N)cc1
→ 1.9, -1.0, -12.9, 2.8, 5.0, -5.0, 95.0, -26.0, -0.8, 0.7
CCn1cc(CNCc2cn[nH]c2-c2cc3ccccc3o2)cn1
→ -3.1, -14.7, -5.8, 3.1, 2.9, 8.7, 104.0, 9.8, -2.5, -9.8
COc1c(C(=O)Nc2c(C)n(C)n(-c3ccccc3)c2=O)ccc2ccccc12
→ 1.1, 4.7, 0.4, 1.4, 4.2, 0.1, 100.0, -22.6, -0.2, -2.6
O=C(CSc1nnnn1-c1ccc(O)cc1)c1cc2ccccc2o1
→ -3.2, 5.5, 0.8, -0.8, -1.8, 8.0, 97.0, -4.3, -0.5, -6.0
COc1cc2c(cc1OC)C(C)N(C(=O)c1nccnc1C(=O)O)CC2 (configuration not stated)
→ -1.1, -5.4, -6.6, 9.3, -3.0, 8.3, 99.0, -24.9, -0.2, -0.8
CC(C)c1ccc(/C=N/n2cnnc2)cc1
→ -2.9, -5.5, -1.2, -1.5, 3.5, 1.1, 106.0, -11.8, 3.3, 0.8
COc1ccc2c(c1OC)C(=O)OC2C/C(=N\NC(N)=O)c1ccccc1 (configuration not stated)
→ -3.5, 3.9, -3.1, 0.4, 3.4, 10.6, 96.0, -1.9, 1.0, 3.2
CCO/C(C)=C1\C(=O)Nc2ccccc21
→ 0.0, 0.7, -5.2, -9.0, -1.3, -2.4, 201.0, -25.8, 0.3, 3.8

Later entries
Each structure is followed by: MC4R barr agon, TLR9-MyD88 inh, NOD2-RIPK2 inh, ABHD5-PLIN5 inh, HTR2A ag, MC4R antag cAMP, ABCB6 inh MLPCN, NCOA2 inhibitor, Glyco luc inh, H9c2 protect
O=C(COc1ccc(Br)cc1CO)Nc1ccc(F)cc1
→ 0.0, 4.0, -3.7, -2.0, -2.5, 3.4, 99.0, -1.6, -1.8, 9.1
Cc1nnc(SCc2nnc(-c3cccs3)o2)n1Cc1ccccc1
→ -3.6, -6.5, -7.0, -0.9, 13.7, 11.4, 98.0, -2.6, 2.6, 8.0
COc1ccccc1N(CC(N)=O)S(=O)(=O)c1ccc(C)cc1
→ 0.7, -6.4, 1.3, -3.1, 0.5, 14.5, 104.0, 9.1, -0.4, 5.1
CCCCN(CC)c1nc(-c2ccncc2)nc2ccccc12
→ -0.4, 0.0, 8.7, -0.9, 2.5, 1.1, 94.0, -11.7, -0.4, 6.9
O=C(CSC1=NC(=O)C(c2ccccc2)C(=O)N1)Nc1ccccc1[N+](=O)[O-] (configuration not stated)
→ -2.6, -2.5, -5.3, 2.4, 0.5, 2.6, 99.0, -13.4, 1.3, -0.3
Oc1c(Br)cc(Br)cc1CNc1ccccn1
→ 0.1, 10.0, -6.7, -0.1, -4.6, 9.9, 91.0, -35.9, 1.8, -6.8
Cc1cc(C)n(-c2ccc(C(=O)Nc3nnc(C)s3)cc2)n1
→ -0.8, 6.7, -2.6, -4.6, 1.7, 8.1, 106.0, -44.8, 3.3, -0.1
COc1ccc(C)cc1NC(=O)COC(=O)C1COc2ccccc2O1 (configuration not stated)
→ -1.0, 2.5, 1.2, 8.9, -1.4, -2.4, 94.0, -31.3, -0.4, 5.3
COc1ccc(OC)c(S(=O)(=O)N2c3ccccc3CC2C)c1 (configuration not stated)
→ 1.9, -3.0, 1.6, -6.4, 3.3, -2.2, 105.0, -8.0, -3.4, -1.5
CC(C)(C)OC(=O)N1CCC(C(N)=O)CC1
→ 0.9, -12.5, -14.7, 4.7, 1.9, -2.9, 98.0, -6.5, 0.3, 2.8
COc1cccc(/C=C/C(=O)OCC(=O)Nc2ccc3[nH]c(=O)[nH]c3c2)c1OC
→ -2.5, 11.9, -0.2, -0.3, 3.3, 1.2, 95.0, -46.1, 1.2, 5.6
CC(=O)Nc1ccc(S(=O)(=O)N2CCN(Cc3cccc([N+](=O)[O-])c3)CC2)cc1
→ -0.1, ., -7.7, -4.8, -1.3, 2.0, 101.0, -13.5, -2.4, -2.3
CC(=O)Nc1ccc(S(=O)(=O)NCc2ccc(C(=O)NCCCN3CCC(C)CC3)cc2)cc1
→ -3.5, 4.3, 6.9, 2.1, 1.7, -3.5, 96.0, 5.8, 0.6, -2.4
Nc1nc(SCc2ccccc2)n[nH]1
→ -1.6, -0.5, -0.9, -3.8, 2.6, 18.6, 95.0, -49.0, -1.5, 0.9
Cc1ccc(NC(=O)CSc2ccccc2)cc1S(=O)(=O)N1CCCCC1
→ -1.8, -9.2, -6.5, 10.3, -6.2, 2.6, 94.0, 15.1, 0.9, -16.4

Following part.
Each structure is followed by: MC4R barr agon, TLR9-MyD88 inh, NOD2-RIPK2 inh, ABHD5-PLIN5 inh, HTR2A ag, MC4R antag cAMP, ABCB6 inh MLPCN, NCOA2 inhibitor, Glyco luc inh, H9c2 protect
CC1(c2nnc(-c3cccc(Cl)c3)o2)CC(c2ccc(F)cc2)=NO1 (configuration not stated)
→ 0.8, 0.7, -13.6, 3.0, -1.4, -0.1, 100.0, -10.8, 1.2, -12.2
CCCCNC(=O)O[C@@H]1C[C@H]2CCC(=O)N3CC[C@@H](C1)[C@@H]23
→ -2.5, 2.2, -0.6, -4.8, -1.2, 3.3, 97.0, -9.6, 0.3, 0.3
COc1ccc(C(=O)Nc2ncccc2C)cc1S(=O)(=O)N1CCOCC1
→ -1.2, -9.3, -6.4, -5.9, -5.6, 5.8, 102.0, -16.1, 1.5, 11.7
O=C1c2ccccc2C(=O)N1CN(C(=O)COc1ccccc1)c1ccccc1
→ 4.1, -0.4, -27.8, -4.9, -0.4, 11.2, 99.0, -67.1, 3.1, -0.5
Cc1c(C(=O)NCc2cccs2)oc2ccc(Br)cc12
→ -1.4, 1.7, 0.8, 8.6, -4.5, 2.1, 94.0, -27.2, -8.3, -7.1
Cc1ccc(N(CC(=O)Nc2ccc(-c3nc4ccc(C)cc4s3)cc2)S(C)(=O)=O)cc1
→ 8.0, 0.8, 6.4, -14.1, 0.9, 21.2, 100.0, -33.7, -4.0, -19.8
CC(=O)Nc1cccc(-c2ccnc3c2CC(C)(C(=O)Nc2ccc(Cl)cc2)O3)c1 (configuration not stated)
→ -1.2, ., 13.7, 6.9, -1.5, -20.0, 102.0, 19.1, 11.1, 22.7
C=CCn1c(SCC(=O)Nc2ccc(F)cc2F)nnc1-c1cnccn1
→ -1.4, 0.0, 2.8, -4.0, 5.7, 2.4, 96.0, -43.0, 0.3, -0.6
C/C(=N/NC(=O)C(O)(c1ccccc1)c1ccccc1)c1ccc([N+](=O)[O-])o1
→ -3.4, 6.8, -2.5, -0.6, -0.6, 1.7, 99.0, 2.6, 4.9, -11.3
CCCCNc1cc(NC(C)=O)cc2cc(OC)c(OC)cc12
→ -1.6, 1.6, -8.4, -19.8, 1.0, -11.9, 104.0, 1.3, 6.5, -24.1
Cc1c(C(=O)NNC(=O)c2csc(N3CCOCC3)n2)oc2ccc(Br)cc12
→ -0.1, -18.2, 0.7, -2.1, -3.7, 11.4, 103.0, -12.1, 2.1, 2.7
Cn1c(N)c(C(=O)COC(=O)c2cnc(Cl)c(Cl)c2)c(=O)n(C)c1=O
→ -3.3, -5.2, -4.7, 1.1, -2.5, -55.4, 98.0, 7.1, -0.6, 4.9
COc1ccc(CC(=O)N2CCN(c3ccccn3)CC2)cc1OC
→ -1.4, -5.6, -18.0, 2.4, 7.8, 0.9, 100.0, -26.9, 0.9, 0.5
Cc1nc2ccc(NC(=O)c3ccc(Cl)c(S(=O)(=O)N(C)c4ccccc4)c3)cc2s1
→ -1.6, 1.6, 0.1, 2.7, 1.6, 17.5, 90.0, 15.3, -11.0, -20.3
O=c1cc(CSc2nnc(NC3CCCCC3)s2)nc2sccn12
→ 0.0, 12.0, 4.3, -2.3, 2.6, 3.1, 102.0, -0.3, 1.5, 7.0

3 entries from above, sorted by the value under HTR2A ag, rising.
mol | HTR2A ag
Cn1c(N)c(C(=O)COC(=O)c2cnc(Cl)c(Cl)c2)c(=O)n(C)c1=O | -2.5
CC(=O)Nc1cccc(-c2ccnc3c2CC(C)(C(=O)Nc2ccc(Cl)cc2)O3)c1 (configuration not stated) | -1.5
C=CCn1c(SCC(=O)Nc2ccc(F)cc2F)nnc1-c1cnccn1 | 5.7

Continued:
Each structure is followed by: MC4R barr agon, TLR9-MyD88 inh, NOD2-RIPK2 inh, ABHD5-PLIN5 inh, HTR2A ag, MC4R antag cAMP, ABCB6 inh MLPCN, NCOA2 inhibitor, Glyco luc inh, H9c2 protect
COc1ccc(-n2c(-c3ccc(C(C)(C)C)cc3)n[nH]c2=S)c(OC)c1
→ 0.6, -8.5, 3.0, -11.8, -0.6, 3.7, 101.0, -7.0, -0.1, -6.4
CCCn1nc(CC(=O)O)c2ccccc2c1=O
→ -0.1, 5.5, -0.8, 2.4, 5.6, -2.9, 96.0, -3.6, 0.8, 4.5
C/C(=N\Nc1ccc([N+](=O)[O-])cc1)c1ccc(N2CCOCC2)cc1
→ -1.0, 6.9, 4.0, -0.7, -4.0, 3.8, 103.0, -2.5, -0.1, -3.7
COC(=O)c1sccc1N(C)S(C)(=O)=O
→ -0.2, -6.9, -7.8, -4.7, 2.1, -0.7, 101.0, 4.5, 1.9, -1.3

Not all compounds are listed, so the mix of outcomes need not match the whole.
